From PubChem BioAssay
Yp Topo-I inh: inhibitors of Yersinia pestis topoisomerase I | Y. pestis Topo-I cleavage product accumulation, plate reader | activity, % at 10 µM | actives 0.064% (n = 360,000); in the data active = activity above about 50%, passing the limit was not always enough; inconclusive = no clear call, values can overlap the other calls; also: inactives centre near 2
SARS 3CLpro inh: SARS-CoV 3CLpro protease inhibition; P0C6X7; recombinant SARS-CoV 3CLpro, quenched FRET peptide cleavage; inhibition, % at 6 µM; actives 0.14% (n = 290,000); in the data active = inhibition above about 12%
BoNT A protease: BoNT A light chain protease inhibition; actives 0.17% (n = 360,000); inhibition, % at 10 µM; multiplex microsphere protease substrate cleavage, flow cytometry; also: plate controls were buffer without enzyme for full effect and enzyme alone for no effect
TcdB inh: blocks C. difficile toxin B glycohydrolase activity. P18177. TcdB glycohydrolase enzymatic assay, plate reader. inhibition, % at 9.99 µM. actives 0.24% (n = 350,000); in the data active = inhibition above about 10%
PfHsp40 rescue: rescue of PfHsp40-mediated yeast toxicity; AID 504582; actives 0.68% (n = 340,000); growth rescue, % at 12.5 µM; S. cerevisiae expressing PfHsp40, growth rescue, ATP luminescence; in the data active = growth rescue above about 28%, passing the limit was not always enough; inconclusive = no clear call, values can overlap the other calls;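 also: yeast W303a lacking pdr1 and pdr3 grown in galactose medium; growth measured after three days at 30 °C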
BH1578 lux ind: inducers of Vibrio cholerae quorum light production without autoinducers. V. cholerae BH1578 lux reporter, luminescence, 6 h. activation, % at 18.7 µM. actives 0.16% (n = 350,000). AID 588436; in the data active = activation mostly above about 9.7%, no sharp cut-off; inconclusive = no clear call, values can overlap the other calls; inactive = mostly below about 3.7%; also: not every result past the cut was called active; inactives centre near 0; reference of the scale not given here
PrPC surface inh: reduces human prion protein on the cell surface; cell surface PrPC, TR-FRET read-out; actives 0.43% (n = 370,000); P04156; inhibition, % at 13.8 µM; AID 720596; in the data active = inhibition above about 24%; also: 0% = median of the test wells and 100% = reference compound wells
Anthrax LF inh2: inhibitors of Bacillus anthracis lethal factor protease | multiplex microsphere protease cleavage assay, LF | inhibition, % at 10 µM | actives 0.12% (n = 360,000) | AID 588501; also: plate controls were buffer without enzyme for full effect and enzyme alone for no effect
Target sequence (P15917 whole entry, looked up): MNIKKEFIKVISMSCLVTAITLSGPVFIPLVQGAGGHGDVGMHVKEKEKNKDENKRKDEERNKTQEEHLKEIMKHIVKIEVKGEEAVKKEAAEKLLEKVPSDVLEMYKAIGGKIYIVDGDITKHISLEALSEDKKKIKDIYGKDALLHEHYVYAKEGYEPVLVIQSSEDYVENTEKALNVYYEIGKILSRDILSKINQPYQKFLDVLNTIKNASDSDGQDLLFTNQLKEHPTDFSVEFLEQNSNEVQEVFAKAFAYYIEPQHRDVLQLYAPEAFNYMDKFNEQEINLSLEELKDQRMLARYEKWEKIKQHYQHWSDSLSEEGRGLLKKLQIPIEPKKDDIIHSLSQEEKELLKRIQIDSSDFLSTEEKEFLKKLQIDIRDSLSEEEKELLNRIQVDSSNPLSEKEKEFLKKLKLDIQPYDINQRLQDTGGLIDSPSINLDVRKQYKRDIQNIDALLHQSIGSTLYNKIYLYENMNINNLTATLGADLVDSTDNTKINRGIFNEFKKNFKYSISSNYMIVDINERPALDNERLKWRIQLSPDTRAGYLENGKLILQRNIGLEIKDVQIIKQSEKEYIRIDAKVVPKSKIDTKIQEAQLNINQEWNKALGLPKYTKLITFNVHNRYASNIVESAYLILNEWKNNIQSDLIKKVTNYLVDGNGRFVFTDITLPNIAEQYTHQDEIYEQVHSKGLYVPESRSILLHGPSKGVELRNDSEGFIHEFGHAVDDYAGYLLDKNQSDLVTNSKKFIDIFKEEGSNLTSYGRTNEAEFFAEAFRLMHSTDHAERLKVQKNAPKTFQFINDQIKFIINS
SSB-PriA inh: blocks PriA binding to SSB C-terminal tail; actives 0.6% (n = 430,000); AlphaScreen SSBct-PriA binding, biotinylated peptide; inhibition, % at 33 µM; in the data active = inhibition mostly above about 37%, no sharp cut-off; inactive = mostly below about 20%;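 also: plate controls were negative control peptide for no effect and reference peptide for full effect; strong numbers were not always called active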
An asterisk follows results filed as active; i = inactive; ? = inconclusive; . = no result given; & = joins results of further samples; ! = a repeat was not active. Rule as the data show it, unless noted: active = inhibition above about 30%; inconclusive = no clear call, values can overlap the other calls; inactive = below that. The list is partial; rates above refer to the full screens.

SMILES	Yp Topo-I inh	SARS 3CLpro inh	BoNT A protease	TcdB inh	PfHsp40 rescue	BH1578 lux ind	PrPC surface inh	Anthrax LF inh2	SSB-PriA inh
CCc1cc(=O)oc2cc(OCC(=O)NC3CC(C)(C)NC(C)(C)C3)ccc12	-6	1	-0.1	0.0	-1.3	-0.3	-4	2	-2
O=C1/C(=C\c2ccc(Cl)cc2)CCC1CNc1ccc(Cl)cc1 (stereo unspecified)	6	.	0.9	3.8	-0.4	i	8	4	-10
CCOC(=O)C1=C(N)n2c(s/c(=C\c3cccs3)c2=O)=C(C(=O)OCC)C1c1cccs1 (stereo unspecified)	-2	-1	-0.4	.	-0.9	i	1	-8	.
CCCCC(=O)Nc1ccccc1Oc1ccccc1	12	8	-0.2	0.6	1.5	i	-1	-3	-23
C=CCn1c(SC2CCOC2=O)nc2sc(C)c(C)c2c1=O (stereo unspecified)	7	2	0.6	.	0.1	.	-7	-2	-14&-16
COC1C(=O)CCC2(CO2)C1(O)C1(C)OC1CC=C(C)C (stereo unspecified)	6	.	-1.2	-3.2	.	-0.1	-2	-21	.
Cc1ccc(CCNC(=O)C2CCC(=O)N2C(C)C)cc1 (stereo unspecified)	2	1	-1.8	0.7	-0.3	-0.5	3	-4	4
CCc1ccccc1NC(=S)NCC1CCN(c2ccc(OC)cc2)C1 (stereo unspecified)	-1	1	-0.7	-27	1.6	-2.8	0	-28	-3
Cc1ccccc1SCC(=O)N/N=C/c1ccc(F)cc1	15	2	-0.4	0.9	-0.7	-0.6	9	10	.
COc1ccccc1CCNC(=O)c1ccoc1C	-5	-3	2.2	.	-0.2	i	0	-1	-6
Cc1cc(=O)[nH]c(Nc2ccc(Cl)cc2)n1	-2	-3	-0.8	0.0	0.1	i	4	-2	8
CCCCNc1c(-c2ccc(OC)c(SC3CCCCC3)c2)nc2ccc(C)cn12	-14	.	-1.1&0.5	0.4&-0.9	0.0	1.5	38*!	-9&-9	-3
Cc1ccsc1/C=C(\C#N)C(=O)NC1CCS(=O)(=O)C1 (stereo unspecified)	0	1	-0.7	1.2	8.4	.	4	2	-13
O=C(NCc1ccncc1)Nc1ccccc1	0	6	-0.1	1.4	-0.5	1.2	7	0	4
Cc1nc(CC(=O)c2ccc(O)cc2O)cs1	1	-4	?	.	-0.2	i	-6	-2	-22
Cc1ncc(C[n+]2csc(CCO)c2C)c(N)n1	5&-1	2	-0.7&-0.2	0.3&0.7	1.1&1.5	-0.4&-0.1	-3&5	2&-7	7
COc1ccc(OC)c(NC(=O)C2CCCNC2=O)c1 (stereo unspecified)	-6	3	-0.3	.	6.2	-1.7	-1	6	0
O=C(Nc1ccc(Cl)cc1)NC1CCCc2ccccc21 (stereo unspecified)	4	1	-0.1	.	-2.3	-3.1	1	-3	-15
Cc1cccc(Nc2nc(N3CCCC3)nc(N3CCCC3)n2)c1	-2	1	1.4	.	-1.3	-2.2	-3	-2	-11
O=C1CCC[C@@H]2C=C[C@H](c3ccc(Br)cc3)[C@H]3CCN1[C@@H]32	.	.	-1.1	0.8	.	.	2	-12	.
CC(C=NNC(=O)C(=O)NN=CC(C)=Cc1ccccc1)=Cc1ccccc1	2	.	0.4	.	1.9	-3.8	.	-5	-1
CCOC(=O)C(=O)NC1CCSC1=O (stereo unspecified)	3	1	-0.3	1.4	0.1	-0.5	2	-2	5
Cc1ccc(Cl)cc1N1CCN(S(=O)(=O)c2ccc(-c3ccc(=O)[nH]n3)o2)CC1	19	-5	-1.0	1.0	0.1	-4.3	1	-2	-4
CS(=O)(=O)N1CCN(C(=O)NC2CCCCC2)CC1	-8	-2	0.0	0.1	-1.5	-0.2	-2	1	-14
Cc1cccc2sc(NC(=O)CCNS(=O)(=O)c3cccc4nonc34)nc12	8	-5	0.2	.	-0.1	i	-31	0	7
Additional records.
SMILES	Yp Topo-I inh	SARS 3CLpro inh	BoNT A protease	TcdB inh	PfHsp40 rescue	BH1578 lux ind	PrPC surface inh	Anthrax LF inh2	SSB-PriA inh
CC1CC(C)CN(C(=O)CN2C(=O)NC(C)(C)C2=O)C1 (stereo unspecified)	3	.	0.6	-0.5	0.5	-1.8	2	-2	-1
Cc1nc2oc(C(=O)c3ccc(Br)cc3)c(N)c2c2c1COC(C)(C)C2	-2	-1	0.4	.	-0.4	-0.3	4	0	-20
Cc1c(C(=O)O)sc(S(=O)(=O)N2CCN(C(=O)Cc3ccc(Cl)cc3)CC2)c1C(=O)O	1	.	-0.2	1.7	-0.3	-0.3	1	3	11
O=C(NCCN1CCOCC1)c1cccc(S(=O)(=O)Nc2cc(Cl)ccc2Cl)c1	-2	.	.	0.9	0.2	i	-1	.	4
CCN(CC)CCCN=Cc1c(O)n(-c2cccc(C)c2C)c(=O)[nH]c1=O	-2	-2	-0.2	.	0.6	0.5	-2	2	-2
COc1ccc(CC(=O)NNC(=O)[C@@H]2CCCC[C@@H]2C(=O)O)cc1	6	-6	2.2	0.2	-0.8	-1.8	3	0	-8
O=C(Nc1c2c(nn1-c1ccc(Cl)cc1)CS(=O)(=O)C2)C1CC1	-2	-1	-1.7	1.0	-1.6	0.7	3	1	-6
NC(=O)C1CCN(C(=O)CCC(=O)c2ccc(Br)cc2)CC1	5	0	0.6	1.0	-1.0	1.3	6	2	-11
CC(=O)N(Cc1cccs1)C1CCOC(C)(C)C1 (stereo unspecified)	-3	-7	-0.2	.	1.0	i	6	-5	-23
Cc1ccc2nc(-c3ccccn3)cc(C(=O)NC(C)C(C)(C)C)c2c1 (stereo unspecified)	-5	2	-0.7	-0.1	-0.3	i	-9	-4	-12
Cn1c(Cl)cnc1C(O)(c1ccccc1)c1ccccc1	-11	2	?	1.7	-1.7	0.7	-8	-12	-8
CCC(C)(C)NC(=O)CN(C(=O)CCC(=O)Nc1ccccn1)c1ccc2c(c1)OCO2	0	1	-0.7	0.3	-0.4	-0.1	-4	-7	-2
C#CCOCCOCCOCCNc1nc(N2CCN(C(=O)CCCCCCCCCCNC(=O)[C@H](CCCCN)n3cc(C[C@@H](C)CC)nn3)CC2)nc(N2CCN(C(=O)CCCCCCCCCCNC(=O)[C@H](CCCCN)n3cc(C[C@@H](C)CC)nn3)CC2)n1	2	.	-0.2	.	20	i	.	-16	18
CCOC(=O)Cc1nnc(NC(=O)C(CC)Sc2nc(C)cc(=O)[nH]2)s1 (stereo unspecified)	2	-1	-0.4	-1.5	-1.8	-0.1	-2	5	-19
O=C(O)c1cc2[nH]c3c(c2cc1Cl)CCCC3	-10	0	4.4	-1.0	3.7	-0.2	5	0	1
Cc1cc(C)cc(NC(=O)Nc2ccc(S(=O)(=O)Nc3cc(C)on3)cc2)c1	-3	8	-1.4	.	1.8	i	.	-2	-2
COc1ccccc1C(=O)OCC#CCSc1nnc(-c2cccc3ccccc23)o1	52*	.	-0.1	1.6	3.0	-0.4	-3	-3	-15
O=S(=O)(Nc1ccc(-c2ccc3nncn3n2)cc1)c1cccs1	0	.	1.5	1.4	0.5	-2.1	-12	-2	-12
CCCNC(=O)N1[C@H]2CC[C@@H]1C(C(=O)OC)=C(c1ccc(-c3ccccc3)c(F)c1)C2	14	.	0.1	-7.7	3.6	-0.3	19	0	-9
Nc1nnc(CSc2ccc(Cl)cc2)s1	1	3	0.2	.	0.7	1.0	9	0	-11
O=C(Nc1ccc2c(c1)OCCO2)C1CCN(S(=O)(=O)c2ccccc2)CC1	14	2	-3.8	0.2	-0.4	-0.2	3	-1	-9
C=CCn1c(NCc2ccccc2O)nc2ccccc21	-3	-5	-0.2	1.8	-0.6	0.5	-5	-14	3
O=C(N/N=C/c1ccccc1C(F)(F)F)c1ccc(O)cc1	2	2	-0.7	0.5	-1.7	-0.4	4	-7	.
CCN(CC)S(=O)(=O)c1cccc(-c2nnc(SC(C)C(=O)NCCC3=CCCCC3)o2)c1 (stereo unspecified)	4	-5	2.2	.	0.8	i	15	0	-29
Cc1cccc(N2CCN(C(=O)c3ccncc3)CC2)c1C	4	0	0.6	.	-0.8	i	6	-4	-12

Some of these compounds in order of molar mass, descending.
SMILES	Yp Topo-I inh	SARS 3CLpro inh	BoNT A protease	TcdB inh	PfHsp40 rescue	BH1578 lux ind	PrPC surface inh	Anthrax LF inh2	SSB-PriA inh
CCCNC(=O)N1[C@H]2CC[C@@H]1C(C(=O)OC)=C(c1ccc(-c3ccccc3)c(F)c1)C2	14	.	0.1	-7.7	3.6	-0.3	19	0	-9
Cc1cccc(N2CCN(C(=O)c3ccncc3)CC2)c1C	4	0	0.6	.	-0.8	i	6	-4	-12
CC1CC(C)CN(C(=O)CN2C(=O)NC(C)(C)C2=O)C1 (stereo unspecified)	3	.	0.6	-0.5	0.5	-1.8	2	-2	-1
Nc1nnc(CSc2ccc(Cl)cc2)s1	1	3	0.2	.	0.7	1.0	9	0	-11

(list continues)
SMILES	Yp Topo-I inh	SARS 3CLpro inh	BoNT A protease	TcdB inh	PfHsp40 rescue	BH1578 lux ind	PrPC surface inh	Anthrax LF inh2	SSB-PriA inh
Cc1ccc(C(=O)COC(=O)c2cccc(N3C(=O)c4c(C)nc5ccccc5c4C3=O)c2)cc1C	-3	0	1.7	0.9	0.4&-1.0	-0.5&1.4	7	1	14
Cc1ccc(O)c(C(CC(=O)NC2CCCCC2)c2ccccc2)c1 (stereo unspecified)	15	-4	-0.4	0.5	1.2	-0.5	-5	-9	-17
CC(C)Cc1nnc(NC(=O)CCC(=O)N2CCC3(CC2)OCCO3)s1	-5	-2	.	-1.1	0.0	1.3	-1	.	-3
COc1cccc(/C=N/NC(=O)c2ccc([N+](=O)[O-])cc2Cl)c1O	-6	6	-0.7	.	-0.4	-0.5	-23	-2	.
CC(=O)N1CCOc2ccc(S(=O)(=O)N3CCC(C(=O)Nc4ccc(C)c(C)c4)CC3)cc21	27	1	0.6	-0.2	0.7	-0.5	-4	0	-7
CCCc1nn2c(=O)cc(COc3cccc(NC(=O)c4ccco4)c3)nc2s1	3	-5	-0.2	4.1	-2.2	-0.2	6	-2	0

Compound profiles, as listed above. Values in the order: Yp Topo-I inh	SARS 3CLpro inh	BoNT A protease	TcdB inh	PfHsp40 rescue	BH1578 lux ind	PrPC surface inh	Anthrax LF inh2	SSB-PriA inh
Listed for CC(=O)N1CCOc2ccc(S(=O)(=O)N3CCC(C(=O)Nc4ccc(C)c(C)c4)CC3)cc21 : 27	1	0.6	-0.2	0.7	-0.5	-4	0	-7
Listed for Cc1ccc(O)c(C(CC(=O)NC2CCCCC2)c2ccccc2)c1 (stereo unspecified) : 15	-4	-0.4	0.5	1.2	-0.5	-5	-9	-17

Filtered by structure: the compounds so far with a furan ring, fused or not (4)
SMILES	Yp Topo-I inh	SARS 3CLpro inh	BoNT A protease	TcdB inh	PfHsp40 rescue	BH1578 lux ind	PrPC surface inh	Anthrax LF inh2	SSB-PriA inh
COc1ccccc1CCNC(=O)c1ccoc1C	-5	-3	2.2	.	-0.2	i	0	-1	-6
Cc1ccc(Cl)cc1N1CCN(S(=O)(=O)c2ccc(-c3ccc(=O)[nH]n3)o2)CC1	19	-5	-1.0	1.0	0.1	-4.3	1	-2	-4
Cc1nc2oc(C(=O)c3ccc(Br)cc3)c(N)c2c2c1COC(C)(C)C2	-2	-1	0.4	.	-0.4	-0.3	4	0	-20
CCCc1nn2c(=O)cc(COc3cccc(NC(=O)c4ccco4)c3)nc2s1	3	-5	-0.2	4.1	-2.2	-0.2	6	-2	0
